Compound activity from PubChem BioAssay.
Rab9 prom act: qHTS Assay for Rab9 Promoter Activators. Huh7 Rab9 promoter-luciferase reporter, luminescence, 24 h. Potency, µM (top dose mostly 9.22 µM), without a hit: top-dose activation, negative = inhibition, hits mostly activators. 320,000 tested, 2.8% active. AID 485297, 2010; further: potency means the concentration at half of the fitted maximal effect; % of control where 0% means no effect; nearly all actives have a fitted effect of over 60% in size
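Huh7 cells stably carrying a Rab9 promoter-luciferase reporter, 1500 cells per well in OP-MEM I with 10% FBS, treated with compound 24 hours at 37C. Luciferase activity read by luminescence after 10 minutes with Amplite reagent.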
KCNH2 3.1 inh: qHTS for Inhibitors of KCHN2 3.1: Mutant qHTS; activity change, % (tested at about 1.8 µM); Potassium voltage-gated channel subfamily H member 2, brain isoform KCNH2 3.1 (human); U2OS KCNH2 3.1, thallium flux FluxOr; hits give low values; 340,000 tested, 0.95% active;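 active means maximum activity change below -70%; inconclusive means maximum activity change from -70% to -50%; inactive means maximum activity change above -50%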;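 further: thallium influx rate constant from kinetic fluorescence after stimulation buffer; on the % scale 0 is the no-effect control and ±100 the full control effect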
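Normalized rate constant (relative to positive and negative DMSO controls) derived from a 2 min kinetic fluorescence read after stimulation; U2OS cells expressing the 3.1 isoform via virus at 1.77 x 10^8 /mL.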
Tb PFK inh: qHTS Assay to Find Inhibitors of T. brucei phosphofructokinase | Potency, µM (series often up to 57.5 µM), inactives show at the highest dose activity, negative = inhibition, most hits filed as inhibitors | 330,000 tested, 0.17% active | T. brucei PFK, ADP-Glo luminescence | ATP-dependent 6-phosphofructokinase (Trypanosoma brucei brucei), O15648;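 further: potency means the concentration at half of the fitted maximal effect; 0% = uninhibited 1x PFK enzyme wells and -100% = no-enzyme wells; nearly all actives have a fitted effect of over 60% in size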
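1.25 nM PFK with 0.5 mM F6P and 0.1 mM ATP in 0.1 M TEA pH 8.0, 5 mM MgCl2, incubated 45 min at room temperature; ADP measured by ADP-Glo luminescence; compounds titrated up to 57 uM.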
FBPA coupling cs: qHTS Assay for Inhibitors of Fructose-1,6-bisphosphate Aldolase from Giardia Lamblia: Coupling assay counterscreen; coupling enzyme system counterscreen, AmpLite Red fluorescence; AID 2472, 2010; activity change, negative = inhibition, % at 58.2 µM, hits read low; 290,000 tested, 0.67% active; in the data active means activity change below about -30%; further: on the % scale 0 is the no-effect control and ±100 the full control effect
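Compounds tested against the coupling enzymes alone at 57.5 uM final; readout was AmpLite Red fluorescence (525/598 nm) after 20 min at RT.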
ELG1 genotoxic: qHTS screen for small molecules that induce genotoxicity in human embryonic kidney (HEK293T) cells expressing luciferase-tagged ELG1. HEK293T ELG1-luciferase reporter, luminescence, 16 h. 330,000 tested, 1.3% active. Potency, µM (titrated, usually from 46 µM), without a hit: top-dose activity change, positive = activation, usual class: activators; further: potency means the concentration at half of the fitted maximal effect; % of control where 0% means no effect; nearly all actives have a fitted effect of over 60% in size
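Genotoxicity was scored as increased ELG1-luciferase reporter signal, measured by ONE-Glo luminescence (30 min, room temperature). Compound or vehicle exposure of the HEK293T reporter cells lasted 16 hr at 37°C.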
uPA generation: qHTS for Inhibitors of Cell Surface uPA Generation; Potency, µM (series often up to 38.3 µM), for the others: at the highest dose activity change, negative = inhibition, usual class: inhibitors; 330,000 tested, 0.31% active; cell surface uPA generation assay, qHTS; active means well fitted inhibition curve with a large enough effect; inconclusive means small, poorly fitted or top-dose-only effect; inactive means no such curve, though single readings can be large or run the other way; tested in mouse RAW 264.7 cells; further: potency means the concentration at half of the fitted maximal effect; on the % scale 0 is the no-effect control and ±100 the full control effect; nearly all actives have a fitted effect of over 55% in size
RORg inh: qHTS for inhibitors of ROR gamma transcriptional activity. Potency, µM (titrated, usually from 53.6 µM), for inactives: at the highest dose activity change, negative = inhibition, usual class: inhibitors. Drosophila S2 Gal4-RORgamma UAS-luciferase reporter, 20 h. 310,000 tested, 5.4% active. AID 2551, 2010; further: potency means the concentration at half of the fitted maximal effect; on the % scale 0 is the no-effect control and ±100 the full control effect; nearly all actives have a fitted effect of over 60% in size
Target sequence (P51450 whole entry, looked up, the tested form may be a part): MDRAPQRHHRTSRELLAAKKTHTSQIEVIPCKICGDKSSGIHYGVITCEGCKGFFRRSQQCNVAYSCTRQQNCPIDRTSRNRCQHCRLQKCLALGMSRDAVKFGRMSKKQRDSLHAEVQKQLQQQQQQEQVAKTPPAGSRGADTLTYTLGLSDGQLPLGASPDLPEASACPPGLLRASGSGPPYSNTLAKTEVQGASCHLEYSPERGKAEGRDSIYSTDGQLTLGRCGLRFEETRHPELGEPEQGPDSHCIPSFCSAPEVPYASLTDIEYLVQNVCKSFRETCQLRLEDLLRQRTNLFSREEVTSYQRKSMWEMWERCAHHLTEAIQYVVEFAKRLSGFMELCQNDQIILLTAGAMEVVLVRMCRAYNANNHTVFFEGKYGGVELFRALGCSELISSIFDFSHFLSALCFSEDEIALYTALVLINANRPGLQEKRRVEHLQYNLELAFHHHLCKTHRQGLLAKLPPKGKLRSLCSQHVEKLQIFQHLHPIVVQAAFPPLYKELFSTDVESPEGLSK
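Schneider cells (Drosophila), stable Gal4 DBD–ROR gamma + UAS-luc; 1 hr cmpd preincubation; Cu2+ induction 700 uM final; 20 hr ambient; luminescence.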
Giardia killer: Small Molecules that selectively kill Giardia lamblia: qHTS; 340,000 tested, 0.15% active; activity change, % at 7.66 µM, hits read low; AID 540267, 2011; Giardia lamblia trophozoite viability; in the data active means activity change below about -80%; inconclusive means between about -30% and that limit;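 further: parasites exposed to compound for two days anaerobically before the ATP read; on the % scale 0 is the no-effect control and ±100 the full control effect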
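Compounds were tested on trophozoites seeded at 100 cells/well and held 48 hrs at 37 deg C anaerobically. An ATP-based luminescent kit measured the remaining live cells.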
VP16 counter: VP16 counterscreen qHTS for inhibitors of ROR gamma transcriptional activity; Drosophila S2 Gal4-VP16 UAS-luciferase, luminescence, 20 h; Potency, µM (doses to about 53.6 µM), without a hit: at the top dose activity, negative = inhibition, actives largely listed as inhibitors; 310,000 tested, 3.5% active;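 further: Gal4-VP16 expression switched on by copper sulfate through the metallothionein promoter; potency means the concentration at half of the fitted maximal effect; on the % scale 0 is the no-effect control and ±100 the full control effect; nearly all actives have a fitted effect of over 50% in size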
NPC1 prom act: qHTS Assay for NPC1 Promoter Activators. Huh7 NPC1 promoter luciferase reporter, 24 h. Potency, µM (doses to about 9.22 µM), without a hit: top-dose activation, hits mostly activators. 320,000 tested, 2.4% active. AID 485313, 2010;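 further: potency means the concentration at half of the fitted maximal effect; % of control where 0% means no effect; nearly all actives have a fitted effect of over 60% in size; reporter is driven by a mutant NPC1 promoter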
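Cells: Huh7 expressing luciferase under the NPC1 promoter, 1500/well. Seeded 2 h, compound added, incubated 24 h at 37 °C. Luciferase reagent, 10 min ambient, then luminescence.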
FLuc counter: qHTS profiling assay for firefly luciferase inhibitor/activator using purifed enzyme and Km concentrations of substrates (counterscreen for miR-21 project); Potency, µM (series often up to 57.5 µM), for the others: at the top dose activity change, negative = inhibition, usual class: inhibitors; 360,000 tested, 6.9% active; Luciferin 4-monooxygenase (Photinus pyralis), P08659; purified FLuc, Km substrates, luminescence inhibition;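 further: potency means the concentration at half of the fitted maximal effect; plate controls were vehicle for no effect and reference inhibitor for full effect; nearly all actives have a fitted effect of over 55% in size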
Target sequence (P08659 whole entry, looked up): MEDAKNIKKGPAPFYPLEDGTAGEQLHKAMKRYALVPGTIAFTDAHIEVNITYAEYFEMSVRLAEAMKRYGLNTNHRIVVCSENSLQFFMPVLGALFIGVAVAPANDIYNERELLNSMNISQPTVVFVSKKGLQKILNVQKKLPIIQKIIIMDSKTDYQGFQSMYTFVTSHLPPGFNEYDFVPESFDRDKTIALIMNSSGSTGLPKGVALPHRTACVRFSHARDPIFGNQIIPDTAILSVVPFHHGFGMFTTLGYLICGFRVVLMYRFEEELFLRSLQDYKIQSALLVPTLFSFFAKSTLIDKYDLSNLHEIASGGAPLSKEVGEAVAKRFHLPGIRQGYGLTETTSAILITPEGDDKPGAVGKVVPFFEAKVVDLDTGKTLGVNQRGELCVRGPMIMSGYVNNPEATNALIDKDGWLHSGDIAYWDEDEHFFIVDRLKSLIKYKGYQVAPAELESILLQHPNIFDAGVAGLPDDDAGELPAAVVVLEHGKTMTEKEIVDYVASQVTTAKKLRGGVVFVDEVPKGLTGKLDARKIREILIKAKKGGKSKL
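Biochemical qHTS of compounds, final roughly 60 µM downward over six points, against 10 nM purified firefly luciferase using Km concentrations of substrates (10 uM D-luciferin, 10 uM ATP) in Tris acetate pH 7.5 buffer; luminescence output.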
Numbers without * were called inactive; ? = inconclusive; . = no result given; & = joins results of further samples; [ ] = dose if it differs, or a comment. Unless noted, the call rests on the fitted dose curve; in most records, active means well fitted curve in the direction sought with a large enough effect; inconclusive means small, poorly fitted or top-dose-only effect, or another doubt; inactive means no such curve, though single readings can be large; an effect the other way counts as inactive or inconclusive.

SMILES	Rab9 prom act	KCNH2 3.1 inh	Tb PFK inh	FBPA coupling cs	ELG1 genotoxic	uPA generation	RORg inh	Giardia killer	VP16 counter	NPC1 prom act	FLuc counter
COc1cccc(OC)c1C(=O)NC(=S)N1C[C@H]2C[C@H](C1)c1cccc(=O)n1C2	5%	-6	-1%	-1	1%	7%	0%	-12	1%	-2%	5%
O=C1NC(=O)N(c2cccc(Br)c2)C(=O)/C1=C/c1ccsc1	-7%	-1	22%	-6	0%	-4%	18%	2	-1%	-2%	17µM*
Cc1ccc(-c2nn3c(C)nnc3c3ccccc23)cc1S(=O)(=O)NCCO	0%	-10	1%	4	?	-10%	-35%	-3	-7%	-1%	0%&0%
O=C1NC(=S)N(c2ccc(Br)cc2)C(=O)/C1=C/N1CCN(C(=O)c2ccco2)CC1	-3%	7	6%	6	0%	29%	-6%	-3	15%	-4%	-13%
Nc1c(C(=O)Nc2ccc3c(c2)OCCO3)nnn1CCc1ccccc1	10%	-11	-3%	1	?	7.9µM*	?	-8	13%	-2%	15µM*
COc1cc(CN2C(=O)NC(=O)C3(Cc4cc(C)ccc4N(C)C3)C2=O)cc(OC)c1 (configuration not stated)	0%	-3	22%	-6	0%	.	6%	-13	-2%	-4%	-2%
COP(=O)(OC)C(NS(=O)(=O)c1ccccc1)C(Cl)(Cl)Cl (configuration not stated)	7%	14	-4%	1	-1%	21%	-17%	5	-1%	-8%	-1%
CCN1CCC(NCC2CCCCC2)CC1	3%	-4	0%	4	-3%	5%	.	-16	.	-3%	4%
COC(=O)c1ccccc1NC(=O)N1C[C@@H]2C[C@@H](C1)c1cccc(=O)n1C2	-2%	-3	-2%	5	0%	3%	-2%	2	-1%	0%	2%
Cc1cccc(CN2CCCC(C(=O)c3ccc(C(F)(F)F)cc3)C2)n1 (configuration not stated)	3%	.	1%	0	-7%	0%	2.8µM*	-16	7.9µM*	0%	7%
Oc1ccccc1O	-40%[inhibitor][46.1 µM]	18	-16%	.	-9%	?	-12%	-2	-13%	-31%[inhibitor][46.1 µM]	3%
CC(=NCC1CCCO1)c1c(O)n(-c2ccc(C)cc2)c(=O)[nH]c1=O (configuration not stated)	-3%	18	-9%	1	2%	-2%	49%	-3	10%	0%	-1%
COc1cc(/C=C2\C(=O)NC(=O)N(c3ccccc3)C2=O)cc(OC)c1OC	4%	-1	4%	1	2%	0%	?	11	7%	-3%	-19%
O=C(c1cc2cc(Cl)ccc2[nH]1)N1CCC2(CC1)OCCO2	19%	18	2%	.	9%	3%	16%	-16	-18%	15%	?
Cc1ccc(N2C(=O)NC(=O)/C(=C/c3cnn(-c4ccc(C)cc4)c3)C2=O)cc1	16%	-28	1%	1	12%	0%	30%	5	9%	10%	-17%
O=C1/C(=C/c2cccnc2)SC(=NCc2ccccc2)N1Cc1ccccc1	6%	1	-3%	0	-5%	11%	?	-14	0%	0%	-8%
O=C(CCl)NCC1CCCO1 (configuration not stated)	2%	0	-4%	0	1%	3%	2%	19	2%	0%	1%
CC(=O)c1ccc(-c2ccccc2)cc1	27%	-7	0%	0	?	-20%	26%	4	?	26%	?
Cc1cccc(NC2=NCCCS2)c1	6%	25	1%	1	0%	7%	1%	-8	-7%	0%	5%
O=C(Cn1cc(C(=O)c2ccccc2F)c2ccccc21)NC1CC1	-14%	14	-7%	1	0%	12%	-5%	-15	0%	-2%	-1%
COc1ccc(N2C(=O)CC(=O)NC2=O)cc1	-4%	6	-3%	2	4%	0%	1%[0.365 µM]	-19	.	1%	-1%
COC(=O)C1=C(c2ccc(Cl)c(C(F)(F)F)c2)C[C@@H]2CC[C@H]1N2C(=O)NCCOc1ccccc1	1%	1	-8%	.	-8%	?	.	9	.	0%	2%
O=[N+]([O-])c1cccc(NP(=O)(Oc2ccccc2)Oc2ccccc2)c1	-9%	-5	-3%	-1	-5%	-23%	20%	-16	-13%	-1%	-2%
CCn1c(C(=O)N2CCC(C(=O)N3CCC4(CC3)OCCO4)CC2)cc2sccc21	-11%	11	1%	4	2%	-6%	11%	-13	-2%	2%	6%
Cn1c(O)c(C=Nc2ccc(F)cc2)c(=O)[nH]c1=O	-6%	5	1%	-2	1%	-2%	9%	27	-18%	-2%	-8%
CCCCn1c(C)c(C(=O)OCC)c2c(CN3CCOCC3)c(O)ccc21	-5%	-5	1%	-1	-6%	-4%	18%	8	9%	-3%	?
Cc1cccc(N2C(=O)NC(=O)/C(=C\c3cnc(-c4ccccc4)nc3)C2=O)c1	-2%	-15	0%	17	3%	4%	20%	-17	-23%	-5%	-4%
CCCOC(=O)COc1cc(C)cc2oc(=O)c3c(c12)CCC3	2%	2	3%	1	8%	-4%	-7%	7	0%	0%	1%
CN(C)c1ccc(C(=O)N/N=C/C23CC[C@@H](O)CC2(O)CC[C@@H]2[C@@H]3CCC3(C)C(C4=CC(=O)OC4)CCC23O)cc1 (some centres not stated)	-34%[inhibitor]	17	1%	0	-15%	22%	-18%	1	2%	-12%	4%
O=C(Cc1ccc(Br)cc1)N/N=C/c1ccc(-c2cccc(C(=O)O)c2)o1	1%	0	11µM*	10	2%	4%	-1%	-12	-2%	2%	?
Cc1cc([N+](=O)[O-])nn1CC(=O)N/N=C/c1ccccc1O	-12%	2	-12%	2	15%	?	2.2µM*	15	7.1µM*	-2%	?
COc1ccc(NC2CC(=O)N(C(C)C)C2=O)cc1 (configuration not stated)	3.2µM*	20	-2%	-23	4.1µM*	3%	?	14	?	?	15µM*
N=C1c2ccccc2CN1CC(=O)c1ccccc1	?	.	-5%	0	?	-15%	-28%	3	-2%	6%	15µM*
Cc1ccccc1-n1c(O)c(/C=N/NC(=O)c2ccccc2O)c(=O)[nH]c1=S	23%	-2	5%	9	17%	2%	?	13	-1%	17%	11µM*
Cn1nnc(CC[N+](C)(C)C)n1	12%	-23	1%	1	0%	1%	11%	32[activator]	-1%	2%	0%
Cc1ccc(-c2cc(-c3ccc(C)cc3)[n+](-c3ccc(C(=O)[O-])cc3)c(-c3ccc(C)cc3)c2)cc1	16%	-2	8%	.	-1%	15%	.	-23	.	1%	-4%
O=S1(=O)CC2(N3CCOCC3)CCCCCCC21 (configuration not stated)	2%	3	-6%	0	0%	.	-11%	-6	0%	0%	5%
S=c1nc(-c2ccccc2)n(-c2ccccc2)[nH]1	1%	-9	-6%	0	10%	-4%	10µM*	1	?	-3%	?
CN1C(=O)CN=C(c2ccc(Cl)cc2)c2cc(Cl)ccc21	1%	1	1%	14	-2%	15%	10%	0	-5%	1%	5%
CCN(CC)CCCN=Cc1c(O)n(CCc2ccc(OC)c(OC)c2)c(=O)[nH]c1=O	2%	3	-3%	1	1%	5%	-1%	1	11%	3%	0%
COc1ccc(NC(=O)CN2C3CCC2CC(O)(c2cccnc2)C3)cc1OC (configuration not stated)	6%	15	1%	2	-1%	3%	9%	14	2%	-1%	-1%
CN[C@H](C)[C@H](O)c1ccccc1	-2%	4	-2%	4	.	13%	-8%	-5	-9%	-2%	-2%
COc1ccc(CN2C(=O)NC(=O)/C(=C\c3cccc(OC)c3OC)C2=O)cc1	3%	20	4%	9	13%	3%	-14%	0	-4%	-7%	?
Nc1ccc(CCN2CCN(c3cccc(C(F)(F)F)c3)CC2)cc1	-20%[46.1 µM]	-72*	.	.	.	-15%	.	49[activator]	.	-6%[46.1 µM]	.
NS(=O)(=O)c1ccc(N=Nc2c(O)[nH]c(=S)[nH]c2=O)cc1	9%	-4	0%	-3	-3%	-8%	-22%	0	0%	-1%	?
O=C(NNS(=O)(=O)c1ccccc1F)c1cc(-c2ccccc2)n[nH]1	-1%	0	?	9	-12%	3%	22%	-4	-3%	6%	-14%
CNCCc1ccc(O)c(O)c1	-4%[46.1 µM]	18	.	.	.	?	.	28	.	4%[46.1 µM]	.
Cc1ncc2n1-c1ccc(Cl)cc1C(c1ccccc1F)=NC2	.	-1	-1%	.	?	-21%	-31%	5	5%	.	.
CCC(C)C1C(C#N)=C(N)Oc2n[nH]c(C)c21 (configuration not stated)	1%	-28	-1%	-1	1%	?	2%	-7	1%	-2%	1%
O=C1C=C(NCc2ccc(Cl)c(Cl)c2)CC1	-4%	14	4.8µM*	6	1%	-8%	-10%	9	6%	-1%	10%

These rows are one share of the data. The share of hits here may be higher or lower than overall.
